GAA850 FXN act – activators of GAA850 frataxin (FXN) promoter. HEK293 lucGAA850 FXN promoter luciferase reporter, 24 h; percent of 10 µM SAHA response. activation, % at 6 µM. 0.56% of 360,000 active;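 active means activation above the average of all compounds screened plus 3 SD, cutoff fixed separately per campaign, cut at about 7.5% in these data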;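 further: 0% = DMSO wells and 100% = 10 µM SAHA wells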
HGIII-sPLA2 inh – Blocks human group III sPLA2 activity | Q9NZ20 | QFRET BODIPY PC-A2 liposome hydrolysis, fluorescence | inhibition, % at 12.2 µM | 0.56% of 370,000 active | AID 743126;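 active means inhibition above mean plus 3 SD of compounds lying within the high and low control bounds, cut at about 19% in these data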;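 further: 0% = median of test compound wells and 100% = no enzyme DMSO wells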
proKLK7 act – activates the human kallikrein-7 zymogen. AID 652039. 0.9% of 370,000 active. purified proKLK7, EDANS-DABCYL substrate fluorescence; 100% is mature enzyme control, 0% vehicle. activation, % at 7 µM;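 active means activation above the mean of all tested compounds plus 3 SD, computed per campaign excluding outliers beyond control limits, cut at about 13% in these data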
ssDAF12 agonist – S. stercoralis DAF-12 activation, primary screen. HEK293 ssDAF-12/GRIP1 lit1-tk-luc reporter, luminescence; % of 3 µM dafachronic acid response. activation, % at 6.8 µM. 1% of 370,000 active;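 active means activation above the mean over all tested compounds plus 3 SD, cut at about 0.9% in these data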;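 further: 0% = DMSO-only wells and 100% = 3 µM delta7-dafachronic acid wells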
DAX1 inh-1 – inhibitors of human orphan nuclear receptor DAX1 (NR0B1); P51843; HEK293 Gal4-DAX1 luciferase reporter, luminescence; inhibition, % at 6.75 µM; 0.99% of 340,000 active; AID 504766;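 active means inhibition above the mean over all tested compounds plus 3 SD, cut at about 4.2% in these data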;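 further: 0% = DAX1-transfected cells with DMSO and 100% = empty-vector control cells with DMSO; inhibition shows as a rise in luminescence from relieved DAX1 repression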
NPR1 activator – GC-A (human) enzyme activation | P16066 | HEK293 GC-A cells, cGMP TR-FRET, EC30 ANP; 0% at EC30 ANP, 100% saturating ANP | activation, % at 10 µM | 0.14% of 370,000 active | AID 1671463; in the data active means activation above about 40%
Target sequence (P16066 whole entry, looked up): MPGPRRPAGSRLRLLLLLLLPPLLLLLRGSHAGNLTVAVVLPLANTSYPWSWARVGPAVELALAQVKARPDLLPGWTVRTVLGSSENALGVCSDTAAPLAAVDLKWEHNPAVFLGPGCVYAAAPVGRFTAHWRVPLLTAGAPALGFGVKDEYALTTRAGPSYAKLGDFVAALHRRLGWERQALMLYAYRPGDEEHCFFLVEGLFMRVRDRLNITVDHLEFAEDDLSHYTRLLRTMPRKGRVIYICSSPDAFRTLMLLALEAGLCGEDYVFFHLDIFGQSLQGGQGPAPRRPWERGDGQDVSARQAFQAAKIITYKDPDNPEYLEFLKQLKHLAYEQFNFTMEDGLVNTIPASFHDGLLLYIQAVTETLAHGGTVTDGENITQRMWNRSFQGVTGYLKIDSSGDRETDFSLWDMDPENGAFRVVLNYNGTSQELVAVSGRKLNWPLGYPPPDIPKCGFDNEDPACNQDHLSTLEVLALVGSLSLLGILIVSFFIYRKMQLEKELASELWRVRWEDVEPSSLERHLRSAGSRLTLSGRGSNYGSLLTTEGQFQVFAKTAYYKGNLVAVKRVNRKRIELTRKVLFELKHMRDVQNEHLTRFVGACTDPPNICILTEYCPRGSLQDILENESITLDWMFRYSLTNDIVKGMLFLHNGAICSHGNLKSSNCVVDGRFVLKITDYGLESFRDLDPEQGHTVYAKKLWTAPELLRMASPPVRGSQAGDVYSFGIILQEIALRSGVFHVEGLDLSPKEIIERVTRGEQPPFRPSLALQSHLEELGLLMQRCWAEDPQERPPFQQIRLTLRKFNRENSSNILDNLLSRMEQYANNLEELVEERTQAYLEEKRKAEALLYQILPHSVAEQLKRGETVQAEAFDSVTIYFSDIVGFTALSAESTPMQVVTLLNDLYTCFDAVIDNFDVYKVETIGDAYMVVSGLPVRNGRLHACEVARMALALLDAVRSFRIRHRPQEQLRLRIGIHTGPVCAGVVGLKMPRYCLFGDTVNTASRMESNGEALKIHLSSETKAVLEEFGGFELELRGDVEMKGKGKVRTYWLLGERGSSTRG
DAX1 inh-2 – inhibitors of DAX1 repression of SF-1 activated StAR promoter; HEK293T StAR-luciferase reporter, SF-1/DAX-1 repression relief; inhibition, % at 6.8 µM; 1.1% of 370,000 active; AID 652010;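 active means inhibition above the mean over all tested compounds plus 3 SD, cut at about 3.6% in these data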;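 further: 0% = DAX-1 cells with DMSO and 100% = cells lacking DAX-1 with DMSO; higher inhibition means more luminescence from relief of DAX-1 repression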
GC-B act – GC-B (human) receptor activation | P20594 | HEK293-GC-B cells, CNP EC30, cGMP TR-FRET; 0% at EC30 CNP, 100% saturating CNP | activation, % at 10 µM | 0.11% of 370,000 active | AID 1920062;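 active means activation at 10 µM reaching about 35% in either raw or pattern-adjusted values, limit read from the data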
hgDAF12 agonist – activates the H. glycines DAF-12 receptor ligand-binding domain. HEK293 GAL4-hgDAF12 UAS-luciferase reporter, agonist luminescence; normalized to butyrate control. activation, % at 6.8 µM. 1.8% of 370,000 active. AID 687014;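 active means activation above a cutoff set at the mean of all screened compounds plus 3 SD, cut at about 10% in these data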;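 further: 0% = DMSO wells and 100% = sodium butyrate wells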
hcDAF-12 act – activators of H. contortus DAF-12 nuclear receptor; 1.4% of 370,000 active; activation, % at 6.8 µM; HEK293 hcDAF-12 lit1-tk-luc reporter, luminescence; 0% DMSO, 100% Δ7-dafachronic acid;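 active means activation above the mean of all tested compounds plus 3 SD, cut at about 5.5% in these data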;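 further: 100% = response to 3 µM Δ7-dafachronic acid high control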
SMARCA2 act – increases SMARCA2 function in MMTV reporter cells | MG213 cells, MMTV-luciferase reporter, dexamethasone, overnight | activation, % at 9.1 µM | AID 652017 | 1% of 370,000 active; in the data active means activation above about 7.8%;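 further: 0% = vehicle wells and 100% = reference activator wells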
The depositor's hits bear a star; x = no result given.

1	Cc1ccc(N(CC(O)Cn2c3ccccc3c3ccccc32)S(C)(=O)=O)c(C)c1 (stereo not given)
2	COc1ccccc1N1CCN(C(c2ccc(C)cc2)c2nnnn2C(C)C)CC1 (stereo not given)
3	CC1CCC(NS(=O)(=O)c2ccc3c(c2)CC(=O)N3)CC1 (stereo not given)
4	CCOC(=O)N1CCN(C(=O)C[C@H]2C[C@@]3(C(=O)OCC)CCCC4=C3N(CCC4)C2=O)CC1
5	COc1ccccc1-c1csc(C(C)(O)c2ccccc2)n1 (stereo not given)
6	O=C(CSc1n[nH]c(=O)n1-c1cccnc1)Nc1ccccc1
7	Cc1c(-c2nnnn2-c2ccc(F)cc2)cnc2cc3c(cc12)OCO3
8	O=[N+]([O-])c1ccc(N2CCN(S(=O)(=O)c3ccccc3)CC2)cc1NCC1CCCO1 (stereo not given)
9	Cc1cc(C)n(-c2nc3ccccc3c(=O)n2OC2CCCCC2)n1
10	Nc1ncnc(N2CCOCC2)c1N
Screen / compound no.	1	2	3	4	5	6	7	8	9	10
SMARCA2 act	-4	-1	-3	-3	-3	1	1	4	1	-1
NPR1 activator	-28	-4	6	0	3	2	-1	-5	-7	-2
hgDAF12 agonist	0.4	-1.5	2.3	-1.9	-0.7	1.4	-2.8	-0.6	-1.6	1.9
hcDAF-12 act	1.3	0.3	3.4	-0.2	-1.3	-1.2	-3.1	-1.0	-2.1	0.1
DAX1 inh-1	-0.5	0.2	0.3	x	x	-0.5	-0.8	0.0	-1.4	1.8
DAX1 inh-2	-0.6	-0.2	-0.3	0.4	-0.2	-0.5	-0.8	0.3	-0.7	-0.4
proKLK7 act	0.5	0.1	0.2	0.7	0.5	0.1	0.8	0.7	-0.5	1.0
GAA850 FXN act	-1.7	-1.5	0.7	x	3.4	1.9	-0.7	2.1	0.7	0.9
GC-B act	-13	-1	-1	2	-8	2	0	-7	-8	-1
ssDAF12 agonist	-1.7	-1.0	-0.9	-1.3	-1.9	-1.5	-1.2	-0.4	-1.2	-0.9
HGIII-sPLA2 inh	-18	-13	-31	4	-17	8	0	2	7	6

Compound profiles, as listed above. Values in the order: SMARCA2 act, NPR1 activator, hgDAF12 agonist, hcDAF-12 act, DAX1 inh-1, DAX1 inh-2, proKLK7 act, GAA850 FXN act, GC-B act, ssDAF12 agonist, HGIII-sPLA2 inh
`CCOC(=O)N1CCN(C(=O)C[C@H]2C[C@@]3(C(=O)OCC)CCCC4=C3N(CCC4)C2=O)CC1` is listed with -3, 0, -1.9, -0.2, x, 0.4, 0.7, x, 2, -1.3, 4
`O=C(CSc1n[nH]c(=O)n1-c1cccnc1)Nc1ccccc1` is listed with 1, 2, 1.4, -1.2, -0.5, -0.5, 0.1, 1.9, 2, -1.5, 8
`Cc1cc(C)n(-c2nc3ccccc3c(=O)n2OC2CCCCC2)n1` is listed with 1, -7, -1.6, -2.1, -1.4, -0.7, -0.5, 0.7, -8, -1.2, 7

Remaining list, next part:
11	CC(C)=NOC(=O)c1ccc(-c2ccccc2)cc1
12	COc1ccc(NC(=O)CN(C)S(=O)(=O)c2cnc[nH]2)cc1
13	CC(C)c1ccc(C(=O)OCC(=O)NC2CCCC2)cc1
14	Cc1nnsc1C(=O)N1CCC(C(=O)c2ccccc2)CC1
15	CCNC(=O)C1CCCN(C(=O)c2cccc(OC(F)(F)F)c2)CC1 (stereo not given)
16	CC(C)(C)OC(=O)N1CCC(c2c(C(=O)N3CCN(C(=O)c4ccco4)CC3)cnn2-c2ccc(F)cc2F)CC1
17	CC(Oc1ccccc1)C(=O)NC1=NCCS1 (stereo not given)
18	NS(=O)(=O)c1ccc(NC(=S)NC(=O)c2ccco2)cc1
19	OCC[C@@H]1C[C@H](O)[C@@H](O)[C@@]2(CCCc3ccccc3O2)O1
20	O=C(NCCC(=O)N1CCC2(CC1)NCCc1[nH]cnc12)c1cccc(C(F)(F)F)c1
Screen / compound no.	11	12	13	14	15	16	17	18	19	20
SMARCA2 act	5	-1	0	-2	1	1	3	0	-1	0
NPR1 activator	0	3	2	4	0	3	3	6	1	8
hgDAF12 agonist	0.7	0.5	-0.4	-0.8	-3.7	1.9	4.7	-0.3	-1.1	1.9
hcDAF-12 act	0.2	0.1	1.5	0.5	-1.6	-2.2	1.1	0.8	1.6	-2.7
DAX1 inh-1	0.6	0.6	-1.1	-0.5	x	0.2	4.1	-1.0	0.3	-1.3
DAX1 inh-2	0.2	-0.1	0.0	0.1	0.3	0.1	4.0*	0.7	0.4	0.2
proKLK7 act	-0.2	-0.4	0.4	-0.1	-0.5	0.6	-0.5	-0.3	-0.5	0.9
GAA850 FXN act	-0.1	3.4	1.7	-1.6	-0.3	-0.2	6.4	0.5	-0.2	-1.3
GC-B act	-8	0	1	-2	8	1	1	5	3	0
ssDAF12 agonist	-0.9	-0.3	-0.9	-2.0	-1.9	-0.5	-0.2	-0.4	-0.9	-0.7
HGIII-sPLA2 inh	1	-3	2	5	-1	-5	0	3	6	2

21	O=C(CSc1ncccn1)N/N=C/c1ccc2c(c1)OCO2
22	O=C(COC(=O)c1ccc(O)cc1)NC(=O)NCc1ccccc1
23	Cc1cc(Nc2c(C)n(C)n(-c3ccccc3)c2=O)n2c(nc3ccccc32)c1C#N
24	CCOc1ccc(-n2c(SCC(=O)NC3CCS(=O)(=O)C3)nnc2-c2cccnc2)cc1 (stereo not given)
25	Cc1ccc(C(=O)N2CCC3CC2c2cc(-c4ccc5c(c4)OCO5)ccc23)cc1 (stereo not given)
26	CCCN(CCC)CC(O)Cn1cc(/C=C/C(=O)c2cccs2)c2ccccc21 (stereo not given)
27	O=c1cc(O)c2c(=O)n(-c3ccccc3)c3c(c2o1)CCCCC3
28	COc1ccc(S(=O)(=O)N2CCOCC2)cc1NC(=O)c1ccncc1
29	O=C(O)c1ccc(CNCc2cccc(Cl)c2Cl)cc1
30	O=C(CN1CCN(Cc2ccccc2)CC1)N/N=C/C=C/c1ccccc1[N+](=O)[O-]
Screen / compound no.	21	22	23	24	25	26	27	28	29	30
SMARCA2 act	1	4	0	1	-4	-1	2	-3	1	-1
NPR1 activator	3	-2	1	2	1	-12	-2	-2	5	-4
hgDAF12 agonist	3.0	-1.6	-1.7	2.3	0.3	27*	-1.4	1.3	1.0	0.4
hcDAF-12 act	1.3	4.0	-0.7	1.6	-0.2	4.7	-2.6	-0.4	-1.0	-0.6
DAX1 inh-1	1.1	0.0	1.9	-0.6	0.8	-0.8	-0.4	0.3	0.8	-0.6
DAX1 inh-2	1.2	-0.3	-0.1	-0.1	-0.6	0.5	0.6	-0.7	0.9	-0.1
proKLK7 act	-0.2	0.6	0.1	0.0	0.3	0.0	0.2	0.4	0.1	0.5
GAA850 FXN act	4.0	1.9	-1.6	-0.1	-0.6	-3.3	-3.1	0.2	-2.6	0.8
GC-B act	7	-5	0	3	3	-10	-5	-2	5	-7
ssDAF12 agonist	-0.7	-0.8	-1.4	-0.7	-0.5	-0.7	-2.0	-0.1	-1.4	-1.0
HGIII-sPLA2 inh	6	-13	7	0	5	-16	0	11	2	-1

31	Nn1c(SCC(=O)NC(=O)NC2CCCC2)nnc1-c1ccccc1F
32	Cc1cccc(Cn2c(N3CCN(CCO)CC3)nc3c2c(=O)[nH]c(=O)n3C)c1
33	COc1cccc(C2c3[nH]c4ccccc4c3CCN2Cc2cnn(C)c2)c1 (stereo not given)
34	O=C(O)c1cccc(N/N=C/c2cn(-c3ccccc3)nc2-c2cccs2)c1
35	COc1ccc(C)cc1NC(=O)CN1CCN(S(=O)(=O)c2ccc(C(C)C)cc2)CC1
36	CCCC(=O)c1ccc(N2CCN(C(=O)OCC)CC2)c(F)c1
37	CCOc1ccc(NC(=O)c2cccc(-n3cccc3)c2)cc1S(=O)(=O)N1CCOCC1
38	Cc1ccc(NCC(=O)N/N=C/c2ccc(-c3cccc(C(F)(F)F)c3)o2)cc1
39	O=C(COC(=O)c1cc2ccccc2oc1=O)Nc1ccc(F)cc1F
40	Cc1ccc(-c2nn(-c3ccc(F)cc3)cc2C(=O)NCC(c2cccs2)N2CCOCC2)cc1 (stereo not given)
Screen / compound no.	31	32	33	34	35	36	37	38	39	40
SMARCA2 act	-4	-2	0	3	1	3	-1	1	7	-2
NPR1 activator	1	-1	-12	-3	0	0	-1	-19	-1	-6
hgDAF12 agonist	-5.3	-0.3	-3.5	3.7	5.1	-1.8	0.7	0.8	17*	1.9
hcDAF-12 act	-0.8	-1.8	4.9	-0.3	-0.1	0.1	-0.2	1.9	5.0	-0.4
DAX1 inh-1	0.8	2.7	2.2	2.4	1.1	0.0	-0.4	-1.7	0.3	0.8
DAX1 inh-2	0.1	-0.2	0.7	6.4*	-0.4	-0.1	-1.9	-0.8	2.2	-0.1
proKLK7 act	-0.4	0.1	2.8	-0.5	0.0	-0.2	0.1	-4.2	0.3	0.3
GAA850 FXN act	0.2	0.9	-1.3	7.2	-1.2	-0.5	-0.4	1.1	5.9	2.8
GC-B act	2	3	-10	-5	-3	-2	13	-6	-1	-6
ssDAF12 agonist	-0.9	-1.0	0.2	-0.6	-1.1	-1.2	-0.8	-1.4	0.2	-0.5
HGIII-sPLA2 inh	-6	-1	-20	-16	0	7	1	0	-4	0

41	CSC1=C(C#N)C(c2ccccc2Cl)C(C(=O)c2cccs2)C(O)(C(F)(F)F)N1 (stereo not given)
42	COc1ccc(S(=O)(=O)Nc2ccc3c(c2)C(=O)N([C@H](C)CO)C[C@H](C)[C@@H](CN(C)C(=O)NC(C)C)O3)cc1
43	Cc1ccc(C(NC(=O)c2ccccc2)C(Cl)Cl)cc1 (stereo not given)
44	CCN1CCN(Cc2nc3c(c(=O)[nH]c(=O)n3C)n2Cc2ccccc2Cl)CC1
45	COc1cc(-c2nc(CCNC(=O)c3ccco3)cs2)cc(OC)c1OC
46	Cc1cc(S(=O)(=O)N2CCOCC2)ccc1OCC(=O)NCCN1CCOCC1
47	C[C@@H]1O[C@@H](OC[C@@H]2O[C@H](Oc3c(-c4ccc(O)cc4)oc4cc(O)cc(O)c4c3=O)[C@@H](O)[C@H](O)[C@H]2O)[C@H](O)[C@H](O)[C@H]1O
48	COc1ccc(/C(=N\O)c2ncc(C(F)(F)F)cc2Cl)cc1
49	Cc1cccc(Nc2nc(N3CCCC3)nc(N3CCCC3)n2)c1
50	Cc1ccccc1OCCOCCN1CCCCCC1
Screen / compound no.	41	42	43	44	45	46	47	48	49	50
SMARCA2 act	0	4	-5	0	-2	-1	2	-6	3	-1
NPR1 activator	-2	-1	0	1	0	4	1	1	-3	-2
hgDAF12 agonist	-4.6	-0.7	0.8	-3.0	-0.9	-2.9	1.6	0.7	0.6	1.8
hcDAF-12 act	2.5	-1.0	-1.6	2.8	-2.3	-1.1	-0.9	-0.8	-1.2	-0.2
DAX1 inh-1	0.1	0.4	-1.5	1.3	0.4	-0.7	1.6	0.5	1.5	-0.6
DAX1 inh-2	-0.8	-0.2	-1.4	-0.7	-3.0	-0.2	0.9	-0.5	-0.2	0.0
proKLK7 act	0.4	0.3	0.0	0.6	0.7	-0.1	-0.4	-0.7	-0.1	-0.1
GAA850 FXN act	2.1	1.2	-3.1	-1.8	0.8	0.2	1.7	-2.1	3.2	-0.4
GC-B act	3	10	2	3	1	-10	-4	8	-14	-2
ssDAF12 agonist	-0.5	-1.2	-1.7	-1.3	-1.1	-1.1	-1.4	-1.3	-1.6	-0.7
HGIII-sPLA2 inh	-24	1	-2	1	3	8	6	1	0	10
